# PKA-R1A act – activators of PKA-R1A holoenzyme, primary screen, biochemical, fluorescence polarization, Cy5-IP20, bovine R1A, mouse PKAc. cAMP-dependent protein kinase type I-alpha regulatory subunit (Bos taurus) + …. PKA-R1A dissociation; scaled: DMSO 0%, 113 µM cGMP 100%. activation, % at 11.4 µM. 0.083% of 340,000 active;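 active = percent activation above the mean of all tested compounds plus 3 SD, cut at about 19% in these data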;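 also: higher means more PKAc released from R1A so a rise in polarization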
# HTR5A inv ctr – HTR5A inverse agonists in luminescence cell assay, primary screen, counter-screen for OPRM1-OPRD1 heterodimer inverse agonist project, full-deck HTS; HTR5A cell line, inverse agonism; inhibition, % at 9.3 µM; 0.083% of 340,000 active; AID 504634, 2011; in the data active = inhibition mostly above about 23%, no sharp cut-off; inactive = mostly below about 18%;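 also: 0% = cells with DMSO and 100% = no-cell wells with DMSO; some compounds called inactive have numbers as strong as hits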
# Target sequence (P47898 whole entry, looked up): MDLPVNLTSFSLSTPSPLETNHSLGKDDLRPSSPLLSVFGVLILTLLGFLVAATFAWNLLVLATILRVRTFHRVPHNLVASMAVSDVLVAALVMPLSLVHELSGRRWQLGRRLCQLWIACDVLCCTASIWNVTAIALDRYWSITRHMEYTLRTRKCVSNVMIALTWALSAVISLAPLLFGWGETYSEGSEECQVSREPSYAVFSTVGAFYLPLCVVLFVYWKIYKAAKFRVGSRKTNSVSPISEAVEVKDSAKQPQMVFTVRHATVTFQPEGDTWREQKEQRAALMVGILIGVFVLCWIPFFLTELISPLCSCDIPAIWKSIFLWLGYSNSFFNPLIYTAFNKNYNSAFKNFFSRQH
# MOR-DOR inv ag – inverse agonists of MOR-DOR heterodimerization, primary screen, cell-based, luminescence; Mu-type opioid receptor (Homo sapiens) + Delta-type opioid receptor (Homo sapiens), …; cell-based MOR-DOR heterodimer luminescence, inverse agonism; inhibition, % at 9.3 µM; 0.21% of 340,000 active; AID 504357, 2011; in the data active = inhibition above about 22%, passing the limit was not always enough;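 also: 0% = cells with DMSO and 100% = wells without cells with DMSO; values of inactives mirror those of a sister screen read the other way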
# Tat export inh – E. coli Tat export inhibitors, primary screen, MC4100, TorA-mCherry reporter, fluorescence, single point | inhibition, % at 10 µM | 0.036% of 340,000 active;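 active = mean replicate inhibition at least 50% and at least half of replicates individually reaching 50%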;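 also: exported cargo escapes ClpAP degradation while cytoplasmic cargo is degraded and loses fluorescence; 0% = median of neutral control wells and 100% = median of NaSCN control wells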
# Mot1-301 SUMO – yeast Mot1-301 growth rescue at high temperature, primary screen, SUMOylation pathway inhibitor project, S. cerevisiae, ATP luminescence, 38.5C; S. cerevisiae Mot1-301 growth rescue; percent above DMSO median, 100 means doubled; growth rescue, % at 18.8 µM; 1% of 320,000 active; AID 2716, 2010;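 active = every valid replicate shows activation above 250% relative to neutral control wells; inactive = the rest, any valid replicate at or below 250%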;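 also: OY570 slx delta 5 strain wells were the positive control but not used for scaling; some compounds called inactive have numbers as strong as hits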
# PKA-R2B activ – activators of PKA-R2B holoenzyme, primary screen, biochemical, fluorescence polarization, Cy5-IP20, human; cAMP-dependent protein kinase catalytic subunit beta (Homo sapiens) + cAMP-dependent …; PKA-R2B holoenzyme dissociation; R2B truncated from residue 108, S112A mutant; 0% DMSO only, 100% 113 µM cGMP; activation, % at 11.4 µM; 0.079% of 340,000 active; AID 504700, 2011;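 active = activation above a cutoff set at the mean over all compounds plus 3 SD, cut at about 18% in these data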;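 also: higher means more holoenzyme dissociation and a rise in polarization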
# Target sequence (P31323 whole entry, looked up, other chains not shown, the tested form may be a part): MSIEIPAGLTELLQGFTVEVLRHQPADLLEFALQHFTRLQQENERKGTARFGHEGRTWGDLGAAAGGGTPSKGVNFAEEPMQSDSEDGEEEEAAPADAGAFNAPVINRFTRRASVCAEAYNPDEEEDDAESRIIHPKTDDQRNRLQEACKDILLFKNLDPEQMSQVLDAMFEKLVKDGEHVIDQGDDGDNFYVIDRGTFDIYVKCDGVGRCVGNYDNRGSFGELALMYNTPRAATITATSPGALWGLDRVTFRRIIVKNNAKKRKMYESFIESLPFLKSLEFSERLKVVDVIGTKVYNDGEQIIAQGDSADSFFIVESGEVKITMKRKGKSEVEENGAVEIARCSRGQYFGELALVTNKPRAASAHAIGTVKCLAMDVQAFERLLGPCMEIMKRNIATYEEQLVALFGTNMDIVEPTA
# PfHsp90 set2 – growth inhibition of PfHsp90-expressing yeast, primary screen, antimalarial PfHsp90 inhibitor project, S. cerevisiae, BacTiter-Glo luminescence, single point, set 2 | inhibition, % at 9.4 µM | 0.32% of 310,000 active | BacTiter-Glo ATP, 48 h; yeast lacking PDR1 and PDR3 efflux regulators;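 active = every replicate shows inhibition above about 80%, whatever the replicate mean, limit read from the data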;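 also: 0% = DMSO neutral controls and 100% = 20 µM radicicol positive controls; yeast relying on Plasmodium falciparum Hsp90 in place of its own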
# phage Ecoli inh – growth loss of phage-infected E. coli, primary screen, RecBCD inhibitor project, absorbance, with phage, HTS | AID 651602, 2012 | 0.26% of 360,000 active | inhibition, % at 11.9 µM; in the data active = inhibition above about 11%
# AddAB inh – growth inhibition of E. coli expressing H. pylori AddAB, primary screen, AddAB inhibitor project, absorbance | inhibition, % at 11.9 µM | 0.29% of 330,000 active; in the data active = inhibition above about 12%;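 also: 0% = vehicle wells of infected cells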
# Ecoli viability – E. coli V3065 growth inhibition, primary screen, counter-screen for AddAB inhibitor project, absorbance, OD600 | 18 h | inhibition, % at 11.9 µM | 0.27% of 330,000 active | AID 449728, 2010;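 active = inhibition above the campaign's mean inhibition across all tested compounds plus 3 SD, cut at about 9.9% in these data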;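 also: uninfected addAB+ strain grown without phage in ampicillin broth; 0% = DMSO wells and 100% = ciprofloxacin 0.95 µg/ml wells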
# MOR-DOR ag – agonists of OPRM1-OPRD1 heterodimerization, primary screen, cell-based, luminescence. 0.3% of 340,000 active. cells. activation, % at 9.3 µM; in the data active = activation above about 18%;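 also: 0% = vehicle-treated cells and 100% = reference agonist; values of inactives mirror those of a sister screen read the other way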
# * marks the source's active call; other numbers are inactive results; . = no result given. The order is random, and some 2.2% of all compounds hit somewhere here.
SMILES,PKA-R1A act,HTR5A inv ctr,MOR-DOR inv ag,Tat export inh,Mot1-301 SUMO,PKA-R2B activ,PfHsp90 set2,phage Ecoli inh,AddAB inh,Ecoli viability,MOR-DOR ag
CC(C)C[C@@H](CNCC(=O)[C@H](CC(C)C)NC(=O)c1[nH]cnc1C(=O)N[C@H](CN)CC(C)C)NC(=O)c1nc[nH]c1C(=O)N[C@@H](Cc1ccccc1)C(=O)O,14,0,9,2,.,-4,7,3.1,.,.,-2.0
Cc1ccc(NC(=O)c2ccc(Cl)c(S(=O)(=O)NCc3ccco3)c2)c(O)c1,-20,3,5,5,-3,-1,-15,5.2,0.5,-1.1,-1.0
CCN(CC(=O)Nc1ccccc1C(F)(F)F)C(=O)CN1C(=O)NC2(CCCCC2)C1=O,-6,-22,4,3,-10,8,6,3.5,1.0,-0.8,-0.7
CCOc1ccc(S(=O)(=O)NCCC(=O)N(CC)CC(=O)Nc2c(F)cccc2F)cc1,-13,-15,-1,0,14,-2,15,0.2,-0.5,-0.8,0.2
Cc1c(C(=O)N2CCOCC2)c(S(=O)(=O)Nc2cccc(Br)c2)c(C)n1C,-2,-16,19,3,553*,1,-4,3.2,4.2,-0.3,-3.5
CC(C)C(=O)O/N=C1\CCS(=O)(=O)c2sccc21,7,-8,-3,11,.,-1,-2,3.4,0.2,0.4,0.5
O=C(OCC(=O)c1ccc(Cl)s1)c1ccc(CO)cc1,3,-11,16,-7,-20,2,.,-0.9,-0.8,0.9,-3.1
COc1ccccc1NC(=O)C(C)OC(=O)Cc1n[nH]c(=O)c2ccccc12 (stereo unspecified),3,12,11,0,-13,17,-6,2.0,-0.5,2.5,-2.2
CN(CCO)C(=O)CCC(=O)Nc1ccc(S(N)(=O)=O)cc1,-6,-4,-6,-3,-13,4,-23,3.7,1.1,-2.0,1.2
CCc1ccc2c(c1)c1nnc(NN)nc1n2C,0,8,14,-2,3,-8,3,2.1,-0.3,-1.9,-2.7
CCn1c(CNC(=O)c2cccc(C)c2)nnc1SCC(=O)NC1CCCC1,2,3,-16,-2,-6,-11,9,1.8,1.2,0.8,1.9
Cn1c(-c2cccc([N+](=O)[O-])c2)cnc1NCc1ccc(C#N)cc1,-4,1,9,2,375,3,-11,3.3,0.6,-1.9,-2.0
CC(C)N(C(=O)Cn1cc(SCC(N)=O)c2ccccc21)C(C)C,0,-1,2,10,-23,-12,1,1.2,-1.1,0.2,-0.5
CCOC(=O)c1[nH]c2ccccc2c1NC(=O)C(C)(C)C,-6,-6,1,1,-4,-8,-30,3.9,-1.5,-2.5,-0.1
Cc1cc2oc(=O)cc(CN3CCN(Cc4ccccc4)CC3)c2cc1O,-3,4,9,13,-7,7,-9,2.7,1.7,1.7,-1.9
COc1ccc(S(=O)(=O)N2CCNC(=O)C2)cc1Br,4,-1,2,-15,9,-3,-4,0.3,-0.7,-0.8,-0.4
COc1cccc(N2CC(C(=O)Nc3nnc(SCC(=O)N4CCOCC4)s3)CC2=O)c1 (stereo unspecified),6,3,-1,-1,2,0,6,-1.2,-2.7,-1.2,0.2
O=C(CSc1ccc(S(=O)(=O)N2CCOCC2)cn1)Nc1ccc(OC(F)F)cc1,5,-3,3,-4,-4,0,-19,1.9,2.4,0.7,-0.7
Cc1ccc(NC(=O)CN2C(=O)NC(C)(C3CC3)C2=O)c(C)c1 (stereo unspecified),-10,2,3,5,-10,9,11,0.9,1.4,-1.9,-0.8
C=COCCNC(=S)N1CCOCCOCCN(C(=S)NCCOC=C)CCOCCOCC1,-2,-13,1,-11,25,-3,-54,1.7,-2.2,-2.6,-0.2

# Entries from the list above containing a Cl atom:
SMILES,PKA-R1A act,HTR5A inv ctr,MOR-DOR inv ag,Tat export inh,Mot1-301 SUMO,PKA-R2B activ,PfHsp90 set2,phage Ecoli inh,AddAB inh,Ecoli viability,MOR-DOR ag
Cc1ccc(NC(=O)c2ccc(Cl)c(S(=O)(=O)NCc3ccco3)c2)c(O)c1,-20,3,5,5,-3,-1,-15,5.2,0.5,-1.1,-1.0
O=C(OCC(=O)c1ccc(Cl)s1)c1ccc(CO)cc1,3,-11,16,-7,-20,2,.,-0.9,-0.8,0.9,-3.1

# Further results follow:
SMILES,PKA-R1A act,HTR5A inv ctr,MOR-DOR inv ag,Tat export inh,Mot1-301 SUMO,PKA-R2B activ,PfHsp90 set2,phage Ecoli inh,AddAB inh,Ecoli viability,MOR-DOR ag
Nc1ncnc2c(C3OC(CO)C(O)C3O)c[nH]c12 (stereo unspecified),3,9,8,4,.,0,1,2.7,.,.,-1.8
Cc1ccc(NC(=O)c2nccnc2C(=O)O)cc1C,2,-11,6,5,-8,-2,-9,3.1,0.6,1.3,-1.1
O=C(Cc1nc2ccccc2[nH]1)c1cccc([N+](=O)[O-])c1,-8,8,-45,-16,-9,2,3,3.5,-0.3,0.8,8.9
Cc1cc(C)n2c(SCC#N)nnc2n1,6,-7,-12,-5,-14,5,-5,3.6,4.5,-1.4,2.2
O=C(NCc1ccc(F)cc1)C1CCCN1C(=O)Nc1ccc(F)cc1 (stereo unspecified),-7,1,-3,-4,-11,4,-8,0.8,-1.5,-0.4,0.6
CCCn1c(CCc2ccccc2)nnc1SCC(=O)N1CCOCC1,-12,15,3,-1,672,7,-33,1.6,1.1,-2.6,-0.8
CN(Cc1ccc(F)cc1)C(=O)c1sccc1-c1ccccc1,8,-3,16,7,-6,-4,10,0.6,.,.,-2.9
CCOc1ccc2oc(C(=O)N3CCN(Cc4ccccc4)CC3)c(C)c2c1,-4,-23,-20,2,5,-5,-8,0.3,3.3,-2.1,3.7
O=C(c1ccccc1F)N1CCN(c2ccccn2)CC1,-15,-7,12,-7,-7,-8,10,3.6,.,.,-2.5
Cc1ccc(S(=O)(=O)c2c(C)cc(C)nc2Cl)c(C)c1,-5,24,-7,4,5,-2,6,1.8,-2.6,0.5,1.4
CC(=O)OCC(OC(C)=O)C(OC(C)=O)C(OC(C)=O)C(=O)Nc1ccccc1 (stereo unspecified),11,-4,8,-11,386*,3,5,5.1,1.4,-1.6,-1.6
NC(=O)[C@@H]1CCCN1C(=O)[C@@H](Cc1cnc[nH]1)NC(=O)[C@@H]1CCC(=O)N1,-10,0,15,0,3,-5,7,1.8,2.8,-2.2,-3.8
Cc1cccc(N(Cc2ccccc2)C(=O)c2ccc(S(C)(=O)=O)cc2)c1,1,-4,16,-2,-24,-2,-6,1.0,0.1,-2.1,-3.2
CCCn1nc(C(=O)NNC(=O)c2cc(S(=O)(=O)NC)ccc2Br)c2ccccc2c1=O,2,21,17,4,549*,-2,-6,1.8,2.8,0.8,-3.3
CC1(C)CC(=O)/C(=C(\O)c2ccccc2)C(=NCCO)C1,-4,3,7,-7,7,3,0,1.8,-0.5,-0.9,-1.5
CCC(CC)C(=O)c1c[nH]c(C(=O)NCc2ccc(F)cc2)c1,-9,9,7,-6,8,-6,-3,3.7,-2.9,0.5,-1.5
CCC(=O)NCCn1ccc2ccccc21,7,-17,7,-5,87,0,2,5.0,-0.2,-2.2,-1.3
CC(/C=C/c1ccccc1)NC(N)=O (stereo unspecified),-2,1,19,0,-4,0,-27,4.7,0.7,-2.7,-4.1
CC(=O)Nc1ccc(/C=N/N2C(=O)NC(C)(c3ccc(OC(F)F)cc3)C2=O)cc1 (stereo unspecified),-12,-9,1,-1,11,-3,-5,-2.0,2.1,0.1,-0.2
Cc1ccccc1-c1nnc(SCC(=O)Nc2cccnc2Cl)o1,1,5,8,-3,-8,11,12,3.0,2.1,-0.9,-1.6
CC(C)CCNC(=O)CN1N=C(c2ccc(Cl)cc2)CCC1=O,2,-4,2,-5,1,-4,-3,-0.9,-1.0,-4.0,-0.4
COc1ccc(Nc2nc3c(C)cccn3c(=O)c2C=O)cc1,4,4,13,5,.,-2,-10,1.4,.,.,-2.3

# Printed as active in Mot1-301 SUMO, among the entries above:
SMILES	PKA-R1A act	MOR-DOR inv ag	Tat export inh	Mot1-301 SUMO	PKA-R2B activ	phage Ecoli inh	MOR-DOR ag
Cc1c(C(=O)N2CCOCC2)c(S(=O)(=O)Nc2cccc(Br)c2)c(C)n1C	-2	19	3	553*	1	3.2	-3.5
CC(=O)OCC(OC(C)=O)C(OC(C)=O)C(OC(C)=O)C(=O)Nc1ccccc1 (stereo unspecified)	11	8	-11	386*	3	5.1	-1.6
CCCn1nc(C(=O)NNC(=O)c2cc(S(=O)(=O)NC)ccc2Br)c2ccccc2c1=O	2	17	4	549*	-2	1.8	-3.3

# Exported with bars between the fields: 2 of the compounds above.
structure | PKA-R1A act | HTR5A inv ctr | MOR-DOR inv ag | Tat export inh | Mot1-301 SUMO | PKA-R2B activ | PfHsp90 set2 | phage Ecoli inh | AddAB inh | Ecoli viability | MOR-DOR ag
CC(=O)OCC(OC(C)=O)C(OC(C)=O)C(OC(C)=O)C(=O)Nc1ccccc1 (stereo unspecified) | 11 | -4 | 8 | -11 | 386* | 3 | 5 | 5.1 | 1.4 | -1.6 | -1.6
NC(=O)[C@@H]1CCCN1C(=O)[C@@H](Cc1cnc[nH]1)NC(=O)[C@@H]1CCC(=O)N1 | -10 | 0 | 15 | 0 | 3 | -5 | 7 | 1.8 | 2.8 | -2.2 | -3.8
